# Compound activity as filed in PubChem.
# S3 lipid droplet = qHTS Assay for Lipid Storage Modulators in Drosophila S3 Cells; Drosophila S3 cells, BODIPY lipid droplet fluorescence, 18-24 h; cells fed with added oleic acid; AID 2685, 2010; Potency in µM for hits, for the others lipid storage change, negative = inhibition, % at the top dose, mostly 46.1 µM; 320,000 tested, 0.64% active; active = well fitted inhibition curve with a large enough effect in the signal ratio, with a control signal flat, not every such curve was filed as active; inconclusive = small, poorly fitted or top-dose-only effect, or effect the other way, or a change in a side signal; the % refers to the signal ratio
#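 Laser-scanning cytometry quantifies lipid droplet accumulation (500–530 nm total intensity; droplet/cell object ratio) in oleic acid-fed (400 uM added) Drosophila S3 cells treated with a concentration series. 20 uM Triacsin C defined 100% inhibition.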
# S3 lipid droplet cell count max = further read-out of S3 lipid droplet, marked with its call; cell number change, %; measured here: cell count max response;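 cells counted by Cell Tracker Red CMTPX staining in the red channel; peak over a dose series mostly up to 46.1 µM; percent activity relative to internal control wells on each plate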
# The depositor's hits bear a star; i = inactive; ? = inconclusive; nt = not tested or not shown. % is set by controls: 0 for no effect and ±100 for the full control effect; potency is the fitted concentration of half-maximal effect. An excerpt, so the mix of outcomes need not match the whole.
# Start of the listing, in advance (five entries):
S3 lipid droplet	S3 lipid droplet cell count max	canonical_smiles
?	nt	COCCn1nnnc1C(c1ccccc1)N1CCN(C(=O)c2ccco2)CC1 (stereo not drawn)
?	nt	COCCN(C(=O)C1CC(=O)N(Cc2ccccc2)C1)c1nc(-c2ccc([N+](=O)[O-])cc2)cs1 (stereo not drawn)
?	nt	Cc1ccccc1-n1c(C)cc(/C=N/NC(=O)c2ccncc2)c1C
?	nt	C/C(N)=C(/C#N)C(=O)COC(=O)c1ccccc1Oc1ccccc1
9%	nt	N#Cc1cc(-c2ccccc2)nnc1Oc1ccccc1

# The list itself, previewed entries included:
S3 lipid droplet	S3 lipid droplet cell count max	canonical_smiles
?	nt	COCCn1nnnc1C(c1ccccc1)N1CCN(C(=O)c2ccco2)CC1 (stereo not drawn)
?	nt	COCCN(C(=O)C1CC(=O)N(Cc2ccccc2)C1)c1nc(-c2ccc([N+](=O)[O-])cc2)cs1 (stereo not drawn)
?	nt	Cc1ccccc1-n1c(C)cc(/C=N/NC(=O)c2ccncc2)c1C
?	nt	C/C(N)=C(/C#N)C(=O)COC(=O)c1ccccc1Oc1ccccc1
9%	nt	N#Cc1cc(-c2ccccc2)nnc1Oc1ccccc1
5%	-7	Cc1ccc(S(=O)(=O)NC(=O)NC(C)Cc2ccccc2)cc1 (stereo not drawn)
?	nt	O=C(NCc1ccco1)c1cc(S(=O)(=O)N2CCOCC2)c(Cl)cc1Cl
?	nt	O=C(O)CC(NS(=O)(=O)c1cccc2nsnc12)c1ccc(F)cc1 (stereo not drawn)
?	nt	CN(C)CCCNC1CS(=O)(=O)CC1O (stereo not drawn)
?	nt	COc1ccc(CCNC(=O)CN2CCN(c3cccc(C(F)(F)F)c3)CC2)cc1
?	nt	O=C(C[n+]1ccccc1)c1ccc(NC(=O)c2ccccc2)cc1
-4%	11	CC(C)Nc1nc(Cl)nc(N(C#N)CN2C(=O)c3ccccc3S2(=O)=O)n1
i	nt	Cc1cc(=O)n(C)c(=O)n1CCCCCN1CCCC1
i	17	CCN(CC)C(=O)CSc1ncnc2c(-c3cccs3)nsc12
?	nt	CN(Cc1ccccc1)S(=O)(=O)c1csc(C(N)=O)c1

# Record cards, as listed above. Order of screens: S3 lipid droplet | S3 lipid droplet cell count max
# O=C(C[n+]1ccccc1)c1ccc(NC(=O)c2ccccc2)cc1 across the screens: ? | nt
# C/C(N)=C(/C#N)C(=O)COC(=O)c1ccccc1Oc1ccccc1 across the screens: ? | nt
# CCN(CC)C(=O)CSc1ncnc2c(-c3cccs3)nsc12 across the screens: i | 17
# CN(Cc1ccccc1)S(=O)(=O)c1csc(C(N)=O)c1 across the screens: ? | nt

# Additional structures:
S3 lipid droplet	S3 lipid droplet cell count max	canonical_smiles
-11%	-9	COCCCNC(=O)CNC(=S)N(Cc1cc(OC)c(OC)c(OC)c1)C1CCCC1
13%	17	COc1ccc2[nH]c(=O)c(CN(C(=O)c3cccnc3)c3ccccc3C)cc2c1
?	nt	Cc1nn(Cc2ccc(F)cc2Cl)c(C)c1[N+](=O)[O-]
18%	28	CC1(c2nnc(-c3ccccc3)o2)CC(c2cccnc2)=NO1 (stereo not drawn)
?	nt	Cc1cccc(OCC(=O)Nc2nnc(S(=O)(=O)N3CCCCC3)s2)c1
2%	-1	O=c1cnnc(SCc2ccc([N+](=O)[O-])cc2)[nH]1
-12%	-5	COC(=O)c1c(NC(=O)c2ccccc2N(C)S(=O)(=O)c2ccccc2)sc2c1CCCC2
-2%	-1	c1cncc(CSc2ccc(-c3ccc4c(c3)OCO4)nn2)c1
?	nt	CN1CCN(c2ccc(NC(=O)C(C)(c3ccccc3)c3ccccc3)cc2)CC1
?	nt	Cc1[nH]cnc1CSCCN
10%	7	COCCN1Cc2cc3cc(C)ccc3nc2SC1=Nc1ccc(OC)cc1
5%	-4	CC1=CC(c2ccccc2)n2nc(N3C(=O)CCC3=O)nc2N1 (stereo not drawn)
i	-6	Cc1ccc(S(=O)(=O)N2CCCCC2)cc1C(=O)NCc1ccccn1
?	nt	O=C(C(=O)N1CCCC1)c1c(-c2ccccc2)[nH]c2ccccc12
9%	16	CCc1cccc(CC)c1NC(=O)c1ccccc1
-12%	-12	CCN1CCN(C(c2ccc(OC)c(OC)c2)c2nnnn2C(C)(C)C)CC1 (stereo not drawn)
-2%	-15	CC(=O)c1ccccc1NC(=O)COC(=O)c1ccccc1NC(=O)c1ccccc1
-10%	-16	COc1ccc(CCNC(=O)C(=O)NCC2OCCN2S(=O)(=O)c2ccc(OC)cc2)cc1 (stereo not drawn)
-83%	15	CCn1nnnc1NCc1cccn1C
?	nt	CS(=O)(=O)Nc1ccc(-c2cc(/C=C3\SC(N)=NC3=O)c[nH]c2=O)cc1
-6%	nt	COc1ccc(NS(=O)(=O)c2cc3c4c(c2)CCN4C(=O)CC3)c(OC)c1
i	13	COC(=O)c1cccc(NC(=O)CCNC(=O)c2ccco2)c1
1%	-11	CNS(=O)(=O)c1ccc2c(c1)NC(=O)C1CCCN21 (stereo not drawn)
?	nt	C/C(=N\NC(=O)C1(C)CC1(Br)Br)c1cccc(NC(=O)c2ccc(C)o2)c1 (stereo not drawn)
?	nt	CC(=O)Nc1ccc(NC(=O)COc2cc(C)cc3oc(=O)cc(C)c23)cc1
?	nt	CCOc1ccc(CCNC(=O)C2CC(=O)N(Cc3ccc(C)cc3)C2)cc1OCC (stereo not drawn)
?	nt	Cc1ccc(NC(=O)CSc2nnc(CCC(=O)O)c(=O)[nH]2)cc1
?	nt	CC1CCCCC1NC(=O)Cn1c(CN2CCCCC2)nc2ccccc2c1=O (stereo not drawn)
i	nt	CCc1c(C)sc(NC(=O)c2ccco2)c1C(=O)N1CCOCC1
9%	-8	OCCN1CCN(CC/C=C2/c3ccccc3Sc3ccc(Cl)cc32)CC1

# In the list so far, these have an aryl thioether with sulfur outside any ring:
S3 lipid droplet	S3 lipid droplet cell count max	canonical_smiles
i	17	CCN(CC)C(=O)CSc1ncnc2c(-c3cccs3)nsc12
2%	-1	O=c1cnnc(SCc2ccc([N+](=O)[O-])cc2)[nH]1
-2%	-1	c1cncc(CSc2ccc(-c3ccc4c(c3)OCO4)nn2)c1
?	nt	Cc1ccc(NC(=O)CSc2nnc(CCC(=O)O)c(=O)[nH]2)cc1

# Continued.
S3 lipid droplet	S3 lipid droplet cell count max	canonical_smiles
?	nt	COC(C(=O)N/N=C(\C)CC(=O)Nc1ccc(Cl)cc1C)c1ccccc1 (stereo not drawn)
1%	8	COc1ccc(NC(=O)COC(=O)CCCN2C(=O)c3ccccc3C2=O)cc1Cl
?	nt	Cc1ccc(C)c(OCC(=O)Nc2ccc3c(c2)OCO3)c1C
4%	0	COc1cccc(NC(=O)C2CCC(CNS(=O)(=O)c3cccc4cccnc34)CC2)c1 (stereo not drawn)
?	nt	COCCCn1c(=O)c2sccc2n(Cc2ccccc2C)c1=O
?	nt	Cc1cc(NC(=O)c2ccc(-c3ccccc3F)o2)no1
?	nt	CC[C@@H](C)[C@@H](C(=O)N1CCN(C(=O)OC(C)(C)C)CC1)n1cc(CCC(=O)O)nn1
2%	0	Cc1nn(-c2ccccc2)c2sc(C(=O)N3CCOCC3)cc12
?	nt	COc1ccc(OC)c(NC(=O)CSc2nc3c(c(=O)n(C)c(=O)n3C)n2C)c1
?	nt	Cc1ccc(-c2n[nH]c(=S)n2-c2ccccc2)cc1
?	nt	COc1ccc2c(C)cc(SCC(=O)Nc3ccc(Cl)cn3)nc2c1
4%	17	CCOC(=O)C1CCN(C(=O)c2ccc3c(SCC(=O)O)c4c(nc3c2)CCCC4)CC1
9%	26	S=c1[nH]nc(-c2ccc3ccccc3n2)n1-c1ccc2c(c1)OCCO2
3%	20	CCC(C(=O)OC)(C(=O)OC)c1ccc([N+](=O)[O-])cc1
-11%	-24	Cc1[nH]n(-c2ccccc2)c(=O)c1/C=N\NC(=O)C1COc2ccccc2O1 (stereo not drawn)
?	nt	COC(=O)Nc1nc2c(C)cccc2s1
?	nt	COc1cccc(NC(=O)COC(=O)c2nc(Cl)ccc2Cl)c1
?	nt	Cc1nc(SCc2ccccc2)c2oc3ccccc3c2n1
?	nt	O=C(c1ccc(Cn2c(=O)[nH]c3ccccc3c2=O)cc1)N1CCN(c2ccc(F)cc2)CC1
?	nt	c1ccc2c(c1)cnc1ccccc12
-22%	7	Cc1ccsc1CNS(=O)(=O)c1ccc(F)cc1
?	nt	COc1ccc(N2CCN(C(=O)c3cccc(S(=O)(=O)N4CCCc5ccccc54)c3)CC2)cc1
?	nt	OC(CN1CCOCC1)C12CC3CC(CC(C3)C1)C2 (stereo not drawn)
1%	-22	O=C(NCc1ccccc1)C(c1ccco1)N(C(=O)c1ccccn1)c1ccc(F)cc1 (stereo not drawn)
16%	0	COc1ccc(-n2nc(C)c3sc(C)nc3c2=O)cc1
?	nt	O=C(c1ccc2c3n(nc2c1)-c1ccccc1CO3)N1CCOCC1
1%	-2	CCOc1ccc(NC(=O)CSc2nnc(Cn3c(=O)sc4ccccc43)n2C)cc1
19%	20	CCN1CCN(C(=O)/C=C/c2c(F)cccc2Cl)CC1
?	nt	O=C(CN1C(=O)NC2(CCCCC2)C1=O)N1CCN(S(=O)(=O)c2cccc(F)c2)CC1
i	nt	CCN(Cc1ccccc1)Cc1cccc([N+](=O)[O-])c1
?	nt	Cc1cc(-c2ccc(C)c(S(=O)(=O)NCc3ccc(Br)cc3)c2)on1
2%	-14	CCOc1ccc2ccccc2c1C(=O)Nc1cc(=O)n(C)c(=O)n1C
i	10	O=S1(=O)NC(C2CC2c2ccccc2)CCO1 (stereo not drawn)
?	nt	O=C(NNC(=O)C1CC=CCC1)c1ccccc1Br (stereo not drawn)
?	nt	Cc1ccc([C@@H]2[C@@H]3C(=O)N(C)C(=O)[C@@H]3[C@]3(C)C(=O)N(Cc4ccccc4)CC(=O)N23)o1
i	nt	Cc1cc(=O)n2ccccc2c1C#N
i	-4	CC1CCN(c2nc3ccc(C(=O)NCCCN4CCCCC4)cc3s2)CC1
-4%	2	O=C(O)Cn1c(C(F)(F)F)nc2ccccc21
-27%	9	Cc1cccc(NC(=O)Nc2ccc3c(c2)CCC3)c1
?	nt	CN1CCCN(C(=O)CNC(=O)Cc2ccccc2)CC1
?	nt	COCCNC(=O)c1ccc(C)cc1C
?	nt	O=C(Nc1cccc(N2C(=O)C=CC2=O)c1)c1cccs1
?	nt	C=CCOC(=O)CSCC(NC(=O)OC(C)(C)C)C(=O)OCC (stereo not drawn)
7%	14	COc1ccc(/C(C)=N/NC(=O)CNC(=O)Cc2ccccc2)c(OC)c1
?	nt	CCC1(CC)Cc2ccccc2-c2nc(-c3ccccc3)oc(=O)c21
-21%	nt	O=C(c1ccco1)N1CCN(c2ncnc3c2nnn3Cc2ccccc2Cl)CC1
-6%	-9	O=c1[nH]c(/C(Cl)=C/c2cccc(F)c2)nc2cc(C(F)(F)F)ccc12
?	nt	Cc1nc(-c2ccccc2)nc(Cl)c1Cl
?	nt	CC(C)c1ccc(NC(=O)C2CCCN(S(=O)(=O)c3cnc[nH]3)C2)cc1 (stereo not drawn)
6%	7	COc1ccc(/C(C)=N/NC(=O)CNC(=O)c2ccco2)c(OC)c1
?	nt	COCCOC(=O)c1c(NC(=O)CN2c3ccccc3CC2C)sc(C(N)=O)c1C (stereo not drawn)
-12%	0	NNC(=O)C(Cc1ccccc1)NC(=O)OCc1ccccc1 (stereo not drawn)
25%	15	Cc1ccc2oc(=O)cc(/C=C/c3ccccc3)c2c1
?	nt	CCOC(=O)C1=C(COC(=O)/C=C/c2ccccc2)NC(=O)NC1C (stereo not drawn)
-4%	-13	Fc1cccc(Nc2cc(-n3cccn3)ncn2)c1
?	nt	CC(C)(CO)NCc1cc(Br)ccc1OCc1ccccc1
-3%	9	Cn1c2ccccc2c(=O)c2c(=O)n(-c3ccccc3)c(-c3ccc(C(C)(C)C)cc3)nc21
?	nt	C=C(C)C1CC=C(C)/C(=N\NC(=O)CCc2ccccc2)C1 (stereo not drawn)
?	nt	Cc1ccc(NC(=O)c2cccc3c2C(=O)N(C2CCCCC2)C3)c(C)c1
8%	17	CCOc1ccc(OCC)c(S(=O)(=O)N2CCC(C)CC2)c1

# Random excerpt: three records from the list
S3 lipid droplet	S3 lipid droplet cell count max	canonical_smiles
?	nt	COC(=O)Nc1nc2c(C)cccc2s1
?	nt	COc1ccc(N2CCN(C(=O)c3cccc(S(=O)(=O)N4CCCc5ccccc54)c3)CC2)cc1
1%	-2	CCOc1ccc(NC(=O)CSc2nnc(Cn3c(=O)sc4ccccc43)n2C)cc1

# Following part
S3 lipid droplet	S3 lipid droplet cell count max	canonical_smiles
?	nt	CCOc1cc(/C=N/O)cc(Cl)c1OC
9%	nt	CCOC(=O)Nc1ccc2c(c1)N(C(=O)N(CC)CC)c1ccccc1CC2
-2%	-10	COc1ccc2oc(C(=O)c3ccccc3)c(NC(=O)CN3CCN(C)CC3)c2c1
-18%	nt	CCc1cccc2c(C(=O)C(NCCOC)c3ccccc3)c[nH]c12 (stereo not drawn)
12%	-2	CCOc1ccccc1OCC(=O)Nc1ccc(S(=O)(=O)N(C)C)cc1
-16%	nt	O=C(NC(=S)Nc1nc(-c2ccccc2)cs1)c1cncc(Br)c1
-3%	7	O=C(Nc1ccccc1)O/N=C/c1ccncc1
?	nt	CCOC(=O)N1CCN(C(=O)CSC2=NS(=O)(=O)c3ccccc3N2)CC1
?	nt	COC(=O)c1c(C)[nH]c(C)c1-c1ccc(C)cc1
?	nt	CCCCNC(=O)CC(C(=O)N1CCc2ccccc21)n1ccnc1 (stereo not drawn)
?	nt	Cc1c(NC(=O)CN2CCN(c3cccc(Cl)c3)CC2)c(=O)n(-c2ccccc2)n1C
-6%	-7	Cc1ccc(CSc2nc3[nH]ncc3c(=O)[nH]2)cc1
?	nt	CCCCCCCCSc1nnc(CSc2nc3nc(C)cc(C)n3n2)o1
